Yp Topo-I inh = inhibitors of Yersinia pestis topoisomerase I; Y. pestis Topo-I cleavage product accumulation, plate reader; activity, % at 10 µM; hit rate 0.064% among 360,000; AID 504884; in the data active = activity above about 50%, passing the limit was not always enough; inconclusive = no clear call, values can overlap the other calls; also: inactives centre near 2
GDH-TPI counter = inhibits GDH-TPI coupling enzymes, artifact for Mtb FBA screen; GDH-TPI coupled enzyme counterscreen, NADH absorbance; hit rate 1.2% among 360,000; AID 588335; inhibition, % at 4.8 µM; in the data active = inhibition above about 30%;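 also: 0% = DMSO wells and 100% = wells lacking the enzyme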
Vc quorum ag = quorum light induction in luxS cqsA deficient V. cholerae; AID 588436; activation, % at 18.7 µM; hit rate 0.16% among 350,000; V. cholerae BH1578 lux reporter, luminescence, 6 h; in the data active = activation mostly above about 9.7%, no sharp cut-off; inconclusive = no clear call, values can overlap the other calls; inactive = mostly below about 3.7%; also: not every result past the cut was called active; inactives centre near 0; reference of the scale not given here
FadD28 FP inh = inhibitors of Mycobacterium tuberculosis FadD28 bisubstrate binding; inhibition, % at 12.5 µM; hit rate 0.22% among 360,000; FadD28 bisubstrate probe binding, fluorescence polarization; in the data active = inhibition above about 8.5%, passing the limit was not always enough; inconclusive = no clear call, values can overlap the other calls
BioA inh = BioA (M. tuberculosis) enzyme inhibition; purified M. tuberculosis BioA enzyme, plate reader; inhibition, % at 9.99 µM; hit rate 0.096% among 360,000; AID 602481; in the data active = inhibition above about 40%; inconclusive = no clear call, values can overlap the other calls
FBA Mtb inh = inhibitors of M. tuberculosis fructose-bisphosphate aldolase; P9WQA3; purified M. tuberculosis FBA, fluorescence read-out; inhibition, % at 1 µM; hit rate 2.3% among 360,000; in the data active = inhibition above about 27%;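 also: 0% = vehicle and 100% = reference inhibitor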
Target sequence (P9WQA3 whole entry, looked up): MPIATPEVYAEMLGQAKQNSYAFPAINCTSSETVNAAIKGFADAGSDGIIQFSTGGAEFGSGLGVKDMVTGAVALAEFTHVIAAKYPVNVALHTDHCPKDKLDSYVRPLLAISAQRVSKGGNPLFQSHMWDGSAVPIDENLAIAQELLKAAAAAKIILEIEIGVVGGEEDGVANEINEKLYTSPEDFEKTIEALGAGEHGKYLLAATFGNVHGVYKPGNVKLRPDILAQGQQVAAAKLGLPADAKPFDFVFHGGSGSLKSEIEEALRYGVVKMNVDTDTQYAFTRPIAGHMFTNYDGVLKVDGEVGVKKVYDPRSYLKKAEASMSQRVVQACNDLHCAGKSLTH
TcdB GH inh = blocks C. difficile toxin B glycohydrolase activity; P18177; TcdB glycohydrolase enzymatic assay, plate reader; inhibition, % at 9.99 µM; hit rate 0.24% among 350,000; in the data active = inhibition above about 10%
PfHsp40 yeast = rescue of PfHsp40-mediated yeast toxicity. S. cerevisiae expressing PfHsp40, growth rescue, ATP luminescence. growth rescue, % at 12.5 µM. hit rate 0.68% among 340,000. AID 504582; in the data active = growth rescue above about 28%, passing the limit was not always enough; inconclusive = no clear call, values can overlap the other calls;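 also: yeast W303a lacking pdr1 and pdr3 grown in galactose medium; growth measured after three days at 30 °C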
Mtb UGM inh = inhibitors of M. tuberculosis UDP-galactopyranose mutase | P9WIQ1 | hit rate 0.06% among 320,000 | inhibition, % at 10 µM | purified UGM, fluorescence polarization probe displacement; in the data active = inhibition above about 10%, passing the limit was not always enough; inconclusive = no clear call, values can overlap the other calls
Target sequence (P9WIQ1 whole entry, looked up): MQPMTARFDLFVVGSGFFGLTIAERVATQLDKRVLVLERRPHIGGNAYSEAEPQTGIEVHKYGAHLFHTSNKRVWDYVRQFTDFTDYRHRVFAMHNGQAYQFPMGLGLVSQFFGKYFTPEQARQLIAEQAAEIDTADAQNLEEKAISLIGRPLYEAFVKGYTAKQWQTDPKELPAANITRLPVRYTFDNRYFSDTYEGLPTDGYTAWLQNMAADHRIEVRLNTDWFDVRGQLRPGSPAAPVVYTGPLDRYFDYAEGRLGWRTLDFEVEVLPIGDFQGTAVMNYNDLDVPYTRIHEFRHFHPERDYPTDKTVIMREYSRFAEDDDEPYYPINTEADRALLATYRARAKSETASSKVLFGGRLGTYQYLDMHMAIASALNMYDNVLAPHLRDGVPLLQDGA
An asterisk follows results filed as active; i = inactive; ? = inconclusive; · = no result given.

SMILES	Yp Topo-I inh	GDH-TPI counter	Vc quorum ag	FadD28 FP inh	BioA inh	FBA Mtb inh	TcdB GH inh	PfHsp40 yeast	Mtb UGM inh
CC(/C=C/c1cccc([N+](=O)[O-])c1)=N\NC(=O)c1ccncc1	0	13	-0.2	0.6	·	1	1.0	-0.3	0.3
Clc1nc(-c2ccccc2)ncc1Oc1ccccc1	11	8	i	-2.1	2.6	0	-1.3	·	0.5
COc1ccc(CCNC(=O)CCc2nnc(Cc3ccc4c(c3)OCO4)o2)c(OC)c1	9	-7	0.0	-3.0	-1.0	-1	-0.1	-1.1	0.1
O=C(Cc1ccc(S(=O)(=O)N2CCOCC2)s1)Nc1ccccc1N1CCCC1	13	13	i	1.0	1.7	2	-5.5	0.7	2.9
CCN1/C(=C2\C(=O)N(C)C(=S)N2c2ccccc2)C=Cc2ccccc21	-6	17	-0.3	-1.6	1.1	5	-1.1	-2.2	0.8
CC(C)(C)c1ccc(-c2nc(C#N)c(NCc3cccnc3)o2)cc1	21	12	-1.4	-1.6	0.1	13	·	1.6	-0.2
CC(C)n1c(=S)[nH]c2c1c(=O)[nH]c(=O)n2C	2	7	i	-3.4	-0.3	1	·	-0.5	1.7
COc1ccc(C2=NS(=O)(=O)N(C)C(C(=O)NCc3ccc4c(c3)OCO4)=C2)cc1OC	19	21	-0.2	-1.9	-1.6	-1	4.5	1.7	-1.3
CC(C)CNS(=O)(=O)c1ccc(C(=O)Nc2ccc3c(c2)OCO3)cc1	-2	3	-0.2	1.2	-2.3	0	0.0	-1.4	-1.6
CCOC(=O)[C@H]1[C@H]2COc3cc(OC)ccc3[C@@H]2N2C(=O)CN(Cc3ccc(Cl)cc3)C(=O)[C@@]12C	34	2	i	-5.2	0.5	-3	0.3	?	0.2
CCCC(C)(C)C(=O)N1CCC1(C)C(=O)Nc1cccc2ccccc12 (stereo not drawn)	15	-4	2.5	-0.1	0.6	0	1.6	·	·
O=C(NC1CCCCCC1)C(=O)NC1CC1	4	-11	-0.7	-1.8	1.1	1	-8.6	0.1	1.7
CC1CCC(C(C)C)C(OC(=O)COC(=O)c2ccc(=O)[nH]c2)C1 (stereo not drawn)	29	7	-0.8	-1.3	2.9	-2	·	2.3	-0.5
CCCCCNC(=O)Cc1ccc(OC)cc1	3	3	-0.9	-1.3	-1.2	-1	·	-0.1	-0.2
CCc1nnc2n1N=C(c1ccc([N+](=O)[O-])cc1)CS2	5	1	-0.6	0.4	-1.2	-1	1.0	-0.2	2.3
O=C(CN1CCOCC1)Nc1cccc(C(F)(F)F)c1	2	-7	i	0.4	·	2	0.4	-0.1	0.8
C=CCn1c(-c2ccc(C)cc2)nc2ccccc21	14	10	-0.2	-5.9	1.9	10	·	-0.5	-1.7
CCCSc1nnc(Cn2c(=O)sc3ccccc32)n1-c1ccccc1	21	3	-0.4	-2.8	0.8	-1	1.2	-1.1	-0.6
COc1cc(CCC(=O)OCC(=O)Nc2ccc(F)cc2F)cc(OC)c1OC	0	-9	-3.6	-0.1	0.1	-1	-0.8	-2.7	3.5
COc1cccc2c(=O)n(CC(=O)Nc3ccccc3)ccc12	3	1	-0.2	0.2	-0.6	5	0.9	-2.0	1.0
Cc1oc2ccc(OC(C(=O)O)c3ccccc3)cc2c1C(=O)O (stereo not drawn)	-1	3	i	-0.4	-1.0	3	-0.5	0.5	8.2
Cc1sc2ncn(CC(=O)NCC(=O)N(C)Cc3ccccc3)c(=O)c2c1C	-1	5	i	-1.7	-0.9	2	·	1.4	2.1
CC(C)(C)CN1C(=O)C(=O)NC[C@H]1Cc1ccc(O)cc1	1	-4	i	-4.1	-1.8	0	-1.1	-0.9	-0.7
Nc1cc(S(=O)(=O)N2CCOCC2)ccc1Oc1cccc(Br)c1	19	10	i	-1.8	0.3	3	2.9	0.9	·
Cc1noc(C)c1S(=O)(=O)Nc1ccc(C(=O)NC2CCCCCC2)cc1	-2	14	i	-7.4	-0.7	1	·	1.4	0.5

Remaining list, next part:
SMILES	Yp Topo-I inh	GDH-TPI counter	Vc quorum ag	FadD28 FP inh	BioA inh	FBA Mtb inh	TcdB GH inh	PfHsp40 yeast	Mtb UGM inh
COc1cccc(CC2(CO)CCCN(Cc3ccc(CN4CCCCC4)s3)C2)c1 (stereo not drawn)	2	-3	-0.3	-3.4	·	-1	1.5	-2.0	-2.1
COc1cc2c(cc1OC)C(c1ccc(Br)cc1)NCC2 (stereo not drawn)	0	7	-0.4	-1.0	-1.1	-1	3.8	·	0.0
CSc1ccccc1NC(=O)c1ccco1	-3	-4	-2.2	0.1	-1.5	-3	·	-0.3	2.4
O=c1ccc(-c2ccc(S(=O)(=O)NCC3CCN(Cc4ccccc4F)CC3)s2)n[nH]1	7	2	i	-1.4	-2.1	-2	2.6	1.8	-0.2
Cc1ccccc1Cc1c(C)nc2nc(SCC(=O)NCc3ccco3)nn2c1C	6	3	-0.4	-4.0	27	-3	·	0.0	0.6
CCOC(=O)CNC(=O)CSc1nnc(-c2ccco2)n1Cc1ccco1	6	6	-0.3	-3.9	·	1	·	-0.8	2.8
COC(=O)c1ccccc1Sc1c(/C=N/OC(=O)c2ccccc2)c(C(F)(F)F)nn1C	36	-5	-12	-3.0	·	1	·	-0.6	2.7
COc1ccc(C(OC(=O)c2ccco2)C(=O)NCC2CCCO2)cc1 (stereo not drawn)	-4	-4	-0.3	-2.6	·	-16	·	-0.6	-1.2
CCOc1ccc(NC(=S)N(CCOC)C(C)c2cccnc2)cc1 (stereo not drawn)	2	5	-0.4	-3.4	·	0	0.1	-0.3	1.6
O=C(NCc1ccccc1)c1cccc(NS(=O)(=O)c2cccc3cccnc23)c1	0	0	-0.2	-3.9	·	2	0.8	0.8	1.7
CCCC(C(=O)O)N1C(=O)/C(=C/c2cccn2C)SC1=S (stereo not drawn)	2	1	-3.3	-0.7	·	-39	·	-0.2	-1.6
O=C(CN1C(=O)C2CCCCC2C1=O)N1CCN(c2ncccn2)CC1 (stereo not drawn)	-12	-1	-0.1	-3.3	-0.7	6	1.0	0.2	-0.6
O=C(CN(Cc1ccccc1)S(=O)(=O)c1ccc(F)cc1)NCCC1=CCCCC1	-3	-1	1.2	-3.7	0.6	2	·	-0.6	-1.6
COc1ccccc1CNC(=O)CCS(=O)(=O)c1ccc2c(c1)CC(C)N2C(=O)C1CC1 (stereo not drawn)	6	0	i	-2.5	-2.8	-6	0.9	-2.2	3.1
COc1cc(OC)cc(C(=O)Nc2ccc(N(C)C)c3ccccc23)c1	3	8	2.4	-0.3	-1.5	5	1.3	-1.4	0.8
COCCNC(=O)CCc1c(C)nc2c(c(C)nn2-c2ccc(C)cc2)c1C	13	3	i	-0.9	0.9	55*	1.2	0.4	1.9
O=C(COc1ccc(Cl)cc1Cl)Nc1ccc(-c2ccc(N3CCOCC3)nn2)cc1	?	11	0.7	-0.5	-1.7	6	0.0	0.7	-6.1
COc1ccc(N2CC(NC(=O)NC(C)(C)C)CC2=O)cc1 (stereo not drawn)	0	1	i	-0.2	·	-2	0.9	0.4	0.2
O=C1CC(N2CCN(c3ccc(O)cc3)CC2)C(=O)N1c1ccc2c(c1)OCO2 (stereo not drawn)	-9	-6	-2.6	-2.7	·	-8	-4.2	-0.1	-0.1
Cc1c(Cl)cnc(NC(=O)COC(=O)C(NC(=O)c2ccco2)C(C)C)c1Cl (stereo not drawn)	1	1	-0.3	0.8	1.7	1	·	0.9	0.1
Cc1cccc(CCNS(=O)(=O)c2cc3c(cc2C)NC(=O)CO3)c1	5	-3	-0.3	-5.1	-0.1	-2	1.4	0.1	2.5
CCCCSc1nnc(-c2cc3c(C(F)(F)F)nn(C)c3s2)n1C	4	3	i	0.3	0.7	1	·	1.1	1.3
O=C(Nc1nc2c(F)c(F)c(F)cc2s1)c1ccco1	1	-2	-0.2	-3.5	0.9	4	-0.2	-1.5	1.3
CCN(C(=O)CSc1nnnn1C)C1CCCCC1	1	4	1.1	-0.6	-0.6	5	2.0	-1.1	-1.4
CCCCN(C(=O)C1=NN(c2ccccc2)C(=O)CC1)c1c(N)n(CCC)c(=O)[nH]c1=O	-13	-6	2.8	-1.5	1.6	1	0.4	-1.3	3.7

Additional entries
SMILES	Yp Topo-I inh	GDH-TPI counter	Vc quorum ag	FadD28 FP inh	BioA inh	FBA Mtb inh	TcdB GH inh	PfHsp40 yeast	Mtb UGM inh
O=C(CNC(=O)c1ccccc1F)NCCc1ccc(Cl)cc1Cl	5	11	0.2	0.2	-0.1	2	1.2	0.3	4.2
O=C(Nc1ccc(-c2csnn2)cc1)C(Cl)(Cl)Cl	0	3	i	-8.9	·	-1	0.4	0.7	-0.4
CC[N+](CC)(CC)CCCOC(=O)C(O)(c1ccccc1)C1CCCCC1 (stereo not drawn)	-2	3	i	-0.5	·	1	·	0.2	-1.2
Cc1ccc(NC(=O)C2CCN(C(=O)OC(C)(C)C)CC2)cc1S(=O)(=O)N1CCCCC1	5	5	-0.3	-2.5	0.7	4	0.5	3.0	0.0
CCN(CC)S(=O)(=O)c1ccc(Cl)c(NC(=O)COC(=O)c2ccc(O)cc2)c1	13	2	-0.4	-6.3	·	0	1.6	-0.7	1.5
CSc1ccccc1C(=O)NC1CCCC1	3	12	-2.4	-2.5	0.5	2	1.1	-1.7	-0.2
Cc1cc(Cl)ccc1OCC(=O)N/N=C/c1ccncc1	-8	10	-0.6	0.9	-0.4	-1	0.5	1.3	1.6
O=C(Nc1ccc2c(c1)OCO2)c1ccc2sc([C@@H]3O[C@H](CO)[C@H](O)[C@H](O)[C@H]3O)nc2c1	-7	4	0.9	-3.0	0.4	0	1.3	·	·
Cc1ccc(Cn2nnc3c(=O)[nH]c(C4CCN(S(=O)(=O)c5ccc(F)cc5)CC4)nc32)cc1	35	-1	i	-1.5	·	0	·	0.4	2.2
O=C(c1cc([N+](=O)[O-])ccc1N1CCOCC1)N1CCN(c2ccc([N+](=O)[O-])cc2)CC1	1	14	-1.0	-0.3	-0.5	0	1.8	-0.4	1.0
NS(=O)(=O)c1ccc(N/C=C\C(=O)c2cccc3ccccc23)cc1	-4	27	-0.3	-0.8	·	1	·	-0.7	-0.8
COC(=O)NCc1ccc(CNC(=O)OC)cc1	3	14	·	1.4	0.4	2	·	0.6	2.6
CCc1ccc(C(=O)Nc2ccc3nc(C)ccc3c2)cc1	6	12	-0.9	-3.1	-1.5	2	0.0	0.4	0.3
COc1ccccc1NC(=O)c1ccc(NC(=O)c2ccc(=O)[nH]c2)cc1	-2	3	-0.5	-0.9	-5.0	4	0.8	0.0	-3.2
Cc1onc(-c2ccccc2)c1C(=O)Nc1ccc2c(c1)OCCO2	0	6	-6.9	-3.0	-0.7	1	0.1	-2.0	3.2
CN(Cc1cccc(F)c1)C(=O)CSc1nnnn1C1CC1	0	7	i	-1.9	-0.8	5	-0.7	-1.4	·
Cc1ccc2nc(-c3ccccc3)cc(C(=O)O)c2c1	0	14	-0.4	-3.5	-1.9	4	·	-1.0	3.5
COc1ccccc1NC(=O)CCN1C(=O)c2ccccc2C1=O	0	0	-0.6	-1.1	2.3	2	0.8	0.0	1.5
CCOC(=O)Cc1csc(NC(=O)COc2cccc(C)c2)n1	12	-2	i	-2.2	·	2	0.0	1.3	1.7
COc1ccc(N(C(=O)C(C)C)S(=O)(=O)c2ccc3ccccc3c2)cc1	1	2	3.8	1.3	-2.2	2	3.1	0.1	1.7

Record cards, as listed above. Order of values: Yp Topo-I inh, GDH-TPI counter, Vc quorum ag, FadD28 FP inh, BioA inh, FBA Mtb inh, TcdB GH inh, PfHsp40 yeast, Mtb UGM inh
Results for O=C(c1cc([N+](=O)[O-])ccc1N1CCOCC1)N1CCN(c2ccc([N+](=O)[O-])cc2)CC1 = 1, 14, -1.0, -0.3, -0.5, 0, 1.8, -0.4, 1.0
Results for CCc1ccc(C(=O)Nc2ccc3nc(C)ccc3c2)cc1 = 6, 12, -0.9, -3.1, -1.5, 2, 0.0, 0.4, 0.3
Results for COc1ccc(N(C(=O)C(C)C)S(=O)(=O)c2ccc3ccccc3c2)cc1 = 1, 2, 3.8, 1.3, -2.2, 2, 3.1, 0.1, 1.7
Results for CN(Cc1cccc(F)c1)C(=O)CSc1nnnn1C1CC1 = 0, 7, i, -1.9, -0.8, 5, -0.7, -1.4, ·
Results for COC(=O)NCc1ccc(CNC(=O)OC)cc1 = 3, 14, ·, 1.4, 0.4, 2, ·, 0.6, 2.6

Screening data as filed in PubChem BioAssay.

This is a random part of the collection (roughly 4.6% active in at least one column).
